Sm TGR block = qHTS Assay for the Inhibitors of Schistosoma Mansoni Peroxiredoxins | purified TGR, DTNB reduction, TNB absorbance 405 nm | Potency, µM (doses to about 114 µM), without a hit: at the highest dose activity change, negative = inhibition, hits mostly inhibitors | 360,000 compounds, 3% hits; further: potency means the concentration at half of the fitted maximal effect; nearly all actives have a fitted effect of over 60% in size
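First, TGR (20 nM dispensed) and NADPH were mixed with compound. Second, a 15 min room-temperature incubation followed. Third, further NADPH and then DTNB were added to start the reaction. Finally, TNB absorbance was monitored kinetically.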
HCMV inh = qHTS Assay for inhibitors of the human cytomegalovirus (HCMV) | HFF cells, HCMV-luciferase reporter, 72 h; active compounds read low | activity change, negative = inhibition, % at 57.5 µM | 410,000 compounds, 4.5% hits | AID 1259415, 2018; in the data active means activity change below about -60%; inconclusive means no clear call, values can overlap the other calls; inactive means above about -39%
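Two compound doses tested in HFFs infected with HCMV-luciferase, MOI 1 PFU/cell, 72 h at 37C. Lysate luminescence read with OneGlo; data normalized against buffer-only and 10uM Salinomycin inhibitor controls.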
AmpC inh detg = qHTS Inhibitors of AmpC Beta-Lactamase (assay with detergent). AmpC hydrolysis of nitrocefin, absorbance 480 nm, 0.01% Triton. Potency, µM (series often up to 114 µM), without a hit: at the highest dose activity change, negative = inhibition, hits mostly inhibitors. 370,000 compounds, 0.041% hits. AID 485294, 2010;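 further: potency means the concentration at half of the fitted maximal effect; 0% = no-compound wells and -100% = no-enzyme wells; nearly all actives have a fitted effect of over 25% in size; some results filed as inactive show a strong effect at the top dose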
Target sequence (P00811 whole entry, looked up): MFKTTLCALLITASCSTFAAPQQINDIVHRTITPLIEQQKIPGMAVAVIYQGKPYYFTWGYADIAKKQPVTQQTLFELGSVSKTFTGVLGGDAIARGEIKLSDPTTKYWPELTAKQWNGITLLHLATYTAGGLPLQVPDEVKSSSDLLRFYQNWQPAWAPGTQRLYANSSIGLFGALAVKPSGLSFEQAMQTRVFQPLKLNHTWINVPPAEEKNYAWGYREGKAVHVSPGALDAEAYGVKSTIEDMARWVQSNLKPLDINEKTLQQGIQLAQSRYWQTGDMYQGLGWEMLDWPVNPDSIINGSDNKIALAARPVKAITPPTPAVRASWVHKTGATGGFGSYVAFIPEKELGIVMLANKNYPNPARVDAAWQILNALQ
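AmpC (5.3 nM in the dispensed reagent) in 20 mM phosphate pH 7.0 with 0.01% (detergent screen) or 0.0001% Triton X-100 was preincubated with compounds for 15 min at room temperature. Nitrocefin was then added from an 800 uM solution, and hydrolysis was followed at 480 nm.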
HCV inhibitor = qHTS Assay for Inhibitors of Hepatitis C Virus (HCV); Huh7.5.1 HCVcc-Cre infection, luciferase reporter, 44 h; Potency, µM (highest dose often 41.8 µM), inactives show at the top dose activity change, negative = inhibition, hits mostly inhibitors; 340,000 compounds, 3.4% hits; AID 651820, 2012; further: potency means the concentration at half of the fitted maximal effect
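1,000 cells/well; 4 h culture; + compound; + HCVcc-Cre (~0.5 moi); 44 h; luciferase substrate, RT 15 min; read 15 sec.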
AmpC inh no detg = qHTS Inhibitors of AmpC Beta-Lactamase (assay without detergent); AID 485341, 2010; AmpC nitrocefin hydrolysis, absorbance 480 nm, 0.0001% Triton; 330,000 compounds, 0.52% hits; P00811; Potency, µM (titrated, usually from 57.1 µM), for the others: at the highest dose activity change, negative = inhibition, hits mostly inhibitors;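 further: potency means the concentration at half of the fitted maximal effect; plate controls were no compound for no effect and no enzyme for full effect; nearly all actives have a fitted effect of over 20% in size; some results filed as inactive show a strong effect at the top dose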
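AmpC (5.3 nM in the dispensed reagent) in 20 mM phosphate pH 7.0 with 0.01% (detergent screen) or 0.0001% Triton X-100 was preincubated with compounds for 15 min at room temperature. Nitrocefin was then added from an 800 uM solution, and hydrolysis was followed at 480 nm.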
FBPA Giardia inh = qHTS Assay for Inhibitors of Fructose-1,6-bisphosphate Aldolase from Giardia Lamblia; AID 2451, 2010; purified Giardia FBPA; 290,000 compounds, 0.71% hits; Potency, µM (series often up to 59.6 µM), inactives show at the highest dose activity, negative = inhibition, actives largely listed as inhibitors; A8B2U2; further: potency means the concentration at half of the fitted maximal effect; nearly all actives have a fitted effect of over 55% in size
Target sequence (A8B2U2 whole entry, looked up): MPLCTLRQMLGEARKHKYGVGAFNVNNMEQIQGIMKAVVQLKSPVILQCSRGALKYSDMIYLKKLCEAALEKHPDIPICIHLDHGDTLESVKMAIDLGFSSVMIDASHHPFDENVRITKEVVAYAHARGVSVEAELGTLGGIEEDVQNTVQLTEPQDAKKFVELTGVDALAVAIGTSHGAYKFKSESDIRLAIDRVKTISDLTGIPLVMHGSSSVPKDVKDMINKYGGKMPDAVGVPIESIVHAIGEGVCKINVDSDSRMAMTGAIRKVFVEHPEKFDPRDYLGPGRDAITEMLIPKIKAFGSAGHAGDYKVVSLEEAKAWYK
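40 nM FBPA preincubated 10 min at RT with compound (up to 57.5 uM final), then substrate plus GAPDH/TPI/NAD/arsenate coupling and diaphorase/resazurin added. Fluorescence read after 20 min at RT, 525/598 nm.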
Active calls of the source: *; ? = inconclusive; / = no result given; [ ] = remark or other dose. Unless noted, the call rests on the fitted dose curve; in most records, active means well fitted curve in the direction sought with a large enough effect; inconclusive means small, poorly fitted or top-dose-only effect, or another doubt; inactive means no such curve, though single readings can be large; an effect the other way counts as inactive or inconclusive. Unless noted, on the % scale 0 is the no-effect control and ±100 the full control effect.

nr	Compound	Sm TGR block	HCMV inh	AmpC inh detg	HCV inhibitor	AmpC inh no detg	FBPA Giardia inh
1	CCC(C)n1c(SCC(=O)NC2CCCC2)nc2ccccc2c1=O (stereo not drawn)	-5.8%	-33.5	?	-14.4%	-0.6%	/
2	Cc1cccc(C(=O)NC(CC(=O)O)c2ccc(OC3CCCC3)cc2)c1[N+](=O)[O-] (stereo not drawn)	6.2%	-17.2	9.7%	2.6%	-0.7%	?
3	CCC(=O)Nc1ccc(-n2nnnc2SCC(=O)NNC(=O)c2ccco2)cc1	-9.8%	-10.6	2.1%	-3.6%	-17.0%	-3.2%
4	CCN(CC(=O)Nc1ccc(N2CCOCC2)cc1)C(=O)c1ccc(C(F)(F)F)cc1	2.0%	-3.9	1.7%	4.3%	-20.3%	3.5%
5	Cn1c2ccccc2c2nnc(SCC(=O)NC3CCCC3)nc21	-0.4%	-5.4	-10.1%	-0.6%	-3.5%	0.7%
6	Cc1cc(OCC(=O)Nc2ccccc2N2CCOCC2)c(C(C)C)cc1Cl	3.3%	-65.7*	-6.4%	?	-23.4%	/
7	CCCC/C(C)=N/NC(=O)C(=O)NCCc1ccccc1	10.7%	26.9	?	8.4%	-14.3%	1.3%
8	CC(C)(O)C(=O)N/N=C\c1ccc(OC/C=C/c2ccccc2)cc1	3.0%	59.8	?	-0.1%	16.9%	8.5%
9	CC1Sc2ccc(S(=O)(=O)CCC(=O)NCc3ccccc3Cl)cc2NC1=O (stereo not drawn)	-1.1%	/	-0.8%	-16.6%	-35.1%	6.0%
10	Cc1ccc(N(CC(=O)NCc2ccco2)S(=O)(=O)c2ccccc2)cc1	25.1µM*	-7.0	8.4%	-6.2%	-21.5%	3.4%

Excerpt, nos. 1 to 3
nr	Compound	Sm TGR block	HCMV inh	AmpC inh detg	HCV inhibitor	AmpC inh no detg	FBPA Giardia inh
1	CCC(C)n1c(SCC(=O)NC2CCCC2)nc2ccccc2c1=O (stereo not drawn)	-5.8%	-33.5	?	-14.4%	-0.6%	/
2	Cc1cccc(C(=O)NC(CC(=O)O)c2ccc(OC3CCCC3)cc2)c1[N+](=O)[O-] (stereo not drawn)	6.2%	-17.2	9.7%	2.6%	-0.7%	?
3	CCC(=O)Nc1ccc(-n2nnnc2SCC(=O)NNC(=O)c2ccco2)cc1	-9.8%	-10.6	2.1%	-3.6%	-17.0%	-3.2%

(next part)
nr	Compound	Sm TGR block	HCMV inh	AmpC inh detg	HCV inhibitor	AmpC inh no detg	FBPA Giardia inh
11	O=C(Nc1ccc(S(=O)(=O)Nc2cnc3ccccc3n2)cc1)c1cccc(OC(F)F)c1	-7.3%	7.0	2.9%	14.0%	-33.1%	/
12	CC(=O)c1ccc(Oc2ncnc3sccc23)c(CN2CCOCC2)c1	-18.3%	0.8	-3.3%	-3.6%	1.1%	4.0%
13	O=C(Oc1cccccc1=O)c1ccccc1	-23.4%	-3.3	-1.1%	-5.3%	-19.2%	-5.4%
14	O=C(C1CCC(=O)N1Cc1ccccc1Cl)N1CCN(c2cccc(Cl)c2)CC1 (stereo not drawn)	28.5%	-17.8	-8.7%	13.4%	177.7%[activator]	-0.8%
15	COc1ccc2cc(/C=C3\SC(=S)NC3=O)c(N3CCOCC3)nc2c1	-2.4%	-88.2*	-0.4%	?	-12.2%	7.8%
16	COc1ccc2nc(-c3ccccc3)cc(C(=O)OCC(=O)N3CCCCC3)c2c1	5.0%	-61.9*	?	?	7.5%	/
17	COC(=O)C1CCN(C(=O)c2ccc(OC)c(S(=O)(=O)N3CCCc4ccccc43)c2)CC1	/	-40.0	/	12.9%	166.9%[activator]	/
18	COc1ccc(/C=C2\C(=N)N3N=C(CC(=O)N4CCCCC4)SC3=NC2=O)cc1	-3.0%	11.0	1.3%	3.4%	-37.7%	-1.0%
19	CN1CCC(C(=O)N2CCCC(C(=O)c3ccc4c5c(cccc35)CC4)C2)CC1 (stereo not drawn)	-10.5%	15.2	4.1%	?	76.9%[activator]	-0.2%
20	CCN(CC)S(=O)(=O)c1ccc2c(c1)nc(CN(C)C(=O)Nc1ccc(F)cc1)n2C	-0.5%	3.6	6.6%	/	/	/
21	Nn1c(Cc2cccc3ccccc23)nnc1SCc1c(Cl)cccc1Cl	2.8%	-18.5	1.4%	-5.8%	-2.5%	-1.6%
22	COc1ccc(OC)c(CCNC(=O)CCc2nnc3ccc(N4CCOCC4)nn23)c1	-0.8%	-27.6	-12.2%	2.0%	13.2%	/
23	CCCCn1c(NC(=O)c2ccccc2Cl)c(C#N)c2nc3ccccc3nc21	-0.8%	-60.5*	1.9%	-21.9%	?	?
24	Cc1nc2nc(C)c(CCC(=O)NCCc3ccccc3)c(C)n2n1	-5.7%	27.3	-14.6%	/	/	/
25	CN(Cc1ccccc1)c1ncnc2c1nc1n2CCCC1	-1.5%	-5.1	-7.3%	/	/	/
26	Brc1ccc(-n2cccc2/C=N/n2cnnc2)cc1	-24.5%	34.3	-0.7%	-3.5%	-12.2%	3.4%
27	O=C(c1cccc(NS(=O)(=O)c2ccc(Br)cc2)c1)N1CCN(c2ccccc2O)CC1	-5.5%	12.3	5.1%	9.7%	-8.7%	/
28	Cc1cc(NC(=O)NC2CCCN2S(=O)(=O)c2ccc(Cl)cc2)no1 (stereo not drawn)	0.2%	8.1	-17.6%	7.3%	-28.5%	-5.4%
29	COc1ccc2c(c1)C(=O)N(c1ccccc1OC)C(=O)C2(C)C	-24.0%[11.4 µM]	-25.6	-5.3%	-16.8%	-0.3%	4.6%
30	CCN(c1ccccc1)S(=O)(=O)c1ccc(Cl)c(C(=O)NCCc2ccc(OC)cc2)c1	4.2%	-22.2	1.5%	-27.7%	-16.6%	-1.4%
31	Cn1cnnc1SCC(=O)Nc1ccc(OC(F)F)cc1	-7.7%	-32.4	?	26.0%	-0.9%	2.4%
32	COc1ccc(CCn2c(SCCN3CCCCC3)nc3ccccc3c2=O)cc1OC	0.0%	8.4	3.2%	?	1.2%	0.4%
33	CN1CCS/C1=C/C=C1\SC(=S)N(CC(=O)O)C1=O	-25.3%	-28.4	8.5%	0.5%	-39.4%	-25.4%
34	CC(C)(C)Cc1cc(N)on1	2.3%	-15.7	-6.8%	1.9%	-4.5%	-1.1%
35	CCN(CCNC(=O)C1CCN(S(=O)(=O)c2cccc3nsnc23)CC1)c1ccccc1	-0.2%	-12.6	4.7%	-22.8%	30.2%	-9.6%
36	COc1cc(NCc2ccccc2)c2ncn(Cc3ccccc3)c2c1	/	17.0	/	?	-17.9%	/
37	O=C(Cn1c(=O)n(CC2CCCO2)c(=O)c2ccccc21)Nc1ccc(F)cc1F (stereo not drawn)	6.4%	-1.7	15.5%	/	/	/
38	CCOc1ccc(OCCCN(C)C)cc1	5.3%	-1.0	-12.5%	2.6%	9.5%	-22.4%
39	C[C@@H](NC(=O)Cn1ccc(NC(=O)OCc2ccccc2)nc1=O)c1cccc2ccccc12	-13.8%	-10.9	-7.4%	?	2.7%	/
40	Oc1ccc(/C=N/NC(=S)Nc2cccnc2)cc1O	-16.6%	81.7	?	-3.2%	-43.6%	?
41	Cc1ccc(NC(=O)N2CCCCCC2)c(C)c1	-23.6%	35.5	?	15.6%	-9.3%	9.6%
42	O=c1[nH]c(=S)n(-c2ccccc2)c(O)c1C=NCCN1CCNCC1	-15.7%	-11.0	0.1%	14.7%	2.1%	19.7%
43	O=C(CSc1n[nH]c(-c2ccc(S(=O)(=O)N3CCCCC3)cc2)n1)Nc1nccs1	3.8%	-36.5	?	4.4%	14.1µM*	12.9%
44	CCOC(=O)N1CCN(/C=C(\C#N)c2nc3ccccc3s2)CC1	1.8%	81.9	-15.5%	?	35.4%	-0.8%
45	CCOc1ccc(CC(=O)NCC(=O)NCc2cc(=O)n(C)c(=O)n2C)cc1	?	-8.0	?	4.2%	-8.7%	18.4%
46	O=C(NCCCn1ccnc1)C1CCCN(S(=O)(=O)c2ccc(F)cc2)C1 (stereo not drawn)	0.4%	-14.9	0.0%	9.7%	-2.1%	-13.4%
47	COc1ccc(CCNC(=O)C(=O)NCCC2CCCCN2S(=O)(=O)c2ccccc2)cc1 (stereo not drawn)	2.3%	?	0.7%	-4.6%	-23.5%	/
48	COc1cccc(NC(=O)c2c(C)nn(-c3ccccc3)c2Cl)c1	-5.5%	-0.8	?	-23.8%	-4.8%	-5.0%
49	O=C(O)c1ccc(CNCc2ccc(Cl)cc2)s1	-9.4%	-12.1	-5.0%	/	/	/
50	Cc1nc2ccccc2n1CCOc1ccc([N+](=O)[O-])cc1	-5.8%	-16.3	-3.2%	-1.7%	21.9%	-2.5%
51	Cc1ccc(C(=O)COC(=O)CN2C(=O)C3C4CC(C(Br)C4Br)C3C2=O)cc1 (stereo not drawn)	-1.6%	?	0.7%	25.5%	30.4%	7.8%
52	CCOC(=O)[C@H]1[C@H]2COc3ccc(Cl)cc3[C@@H]2N2C(=O)c3cc(Cl)ccc3NC(=O)[C@@]12C	2.9%	-26.1	-10.0%	?	-16.8%	/
53	CCOC(=O)NC1=NCC(C)S1 (stereo not drawn)	36.3%[activator]	21.8	-6.4%	12.1%	-4.4%	8.9%
54	CCCOc1cccc(C2c3c(-c4ccccc4O)n[nH]c3C(=O)N2Cc2ccco2)c1 (stereo not drawn)	13.7%	-71.9*	17.4%	/	/	/
55	O=C(Nc1ccc(F)cc1)c1cc(-c2ccccc2)no1	2.5%	-14.5	-1.0%	3.6%	-10.3%	3.6%
56	Cc1ccc(C(=O)O)cc1NS(=O)(=O)c1ccc2c(c1)oc(=O)n2C	6.5%	-19.8	1.6%	22.3%	-0.4%	-5.8%
57	Cn1c(SCC(=O)OC2CCCCC2)nnc1-c1ccc(S(=O)(=O)N2CCCC2)cc1	1.8%	-13.0	1.1%	5.5%	103.2%[activator]	0.0%
58	Cc1ccc(S(C)(=O)=NC(=O)c2cc(C)on2)cc1 (stereo not drawn)	8.1%	6.0	9.5%	9.8%	-17.8%	1.0%
59	Cc1ccc(-n2ncc3c(=O)n(CC(=O)N4CCN(c5ccccc5F)CC4)cnc32)cc1C	-3.8%	-3.8	2.2%	6.3%	-8.4%	0.5%
60	CC(=O)N1CCN(CC(=O)Nc2ccccc2Sc2ccccc2)CC1	5.3%	-26.2	-1.2%	4.8%	266.7%[activator]	-0.5%

Source: PubChem
